# EWS-Fli inh: inhibitors of EWS/Fli oncoprotein transcriptional activity. 350,000 tested, 0.67% active. AID 651661. inhibition, % at 12.6 µM. A673 NR0B1-luciferase reporter, viability-normalised;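 active means mean inhibition of at least 50% after viability correction, with every replicate also passing that limit; inconclusive means mean reaches 50% but only one of two replicates passes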;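 further: firefly luciferase signal divided by Alamar Blue viability fluorescence both relative to DMSO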
# INS-1E GSIS act: primary screen for activators of insulin secretion dependent on glucose, INS-1E cells, GLuc reporter luminescence; activation, % at 16.6 µM; 370,000 tested, 0.61% active; INS-1E GLuc reporter insulin secretion, 2-3 h;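 active means lowest replicate activation of at least 40%, so every replicate reaches that level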;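 further: 0% = median of neutral control wells and 100% = median of IBMX positive control wells; some compounds called inactive have numbers as strong as hits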
# PAX8 inh HTS: lowers PAX8-driven luciferase in RMG-I cells; RMG-I TPO-luciferase reporter, SteadyGlo, 24 h; inhibition, % at 12.6 µM; 360,000 tested, 1.2% active; AID 652154;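 active means mean replicate inhibition at least 60% with every replicate also reaching 60%; inconclusive means only one of the two criteria is met; inactive means mean below 60% and not all replicates reaching 60%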;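 further: luciferase light reporting Pax8 driven TPO promoter activity; plate controls were median of neutral control wells for no effect and mitoxantrone controls for full effect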
# FN deposition inh: fibronectin deposition inhibition. AH1F fibroblasts, Alexa488-fibronectin deposition fluorescence, overnight. AID 743247. 350,000 tested, 0.086% active. inhibition, % at 12.6 µM;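 active means mean inhibition across replicates of 30% or more, regardless of how many single replicates reach that level; inconclusive means mean under 30% yet at least half of replicates reach 30%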;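 further: positive control wells lacked labelled fibronectin entirely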
#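 Test system: AH1F fibroblast monolayer depositing Alexa488-labelled fibronectin into matrix. Input: 10000 cells per well. Technique: fluorescence, ex 485 nm, em 525 nm. Buffer or medium: DMEM plus 2% serum, read in PBS. Timing: 1 h cell adhesion before compound, then overnight fibronectin incubation. Compound: single dose, pinned. Read-out basis: inhibition from reduced deposited-fibronectin fluorescence.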
# DENV2 CPE rescue: protects cells from dengue virus 2 cytopathic effect | CPE inhibition, % at 9.99 µM | DENV2-infected cells, cytopathic effect rescue, plate reader | 350,000 tested, 1.7% active | AID 651640; in the data active means CPE inhibition above about 20%, passing the limit was not always enough; inconclusive means no clear call, values can overlap the other calls; tested in BHK-21 cells;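 further: 0% = median of neutral control wells and 100% = median of positive control wells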
# F508del corr: CFTR F508del correction in bronchial cells; activity (quench increase), % at 7.58 µM; AID 720511; CFBE cells, YFP halide quenching; stimulated with forskolin plus potentiator P3; % fluorescence drop versus neutral controls; 350,000 tested, 0.36% active;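 active means mean added fluorescence quench of at least 8% versus neutral control, with both replicates also reaching 8%; inconclusive means only one of the mean or replicate conditions met; inactive means mean below 8% and not both replicates reaching 8%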;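 further: cells transiently co-express mutant CFTR-F508del with the halide-sensitive YFP; corrector assay measuring rescue of mutant channel to the surface after 24 h compound exposure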
# miR-122 sensor: miR-122 inhibition in Huh7 cells; activation (reporter increase), % at 12.5 µM; Huh7 miR-122 Renilla luciferase sensor, 48 h; neutral wells = 0, positive control = 100; 340,000 tested, 0.3% active;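 active means mean replicate activation score at least 90 and every replicate individually at or above 90; inconclusive means only one of the two criteria met; inactive means neither criterion met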;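 further: higher luciferase means less miR-122 activity so hits act as miR-122 inhibitors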
# * marks the source's active call; other numbers are inactive results; ? = inconclusive; · = no result given; & = joins results of further samples; [ ] = remark or other dose.
SMILES,EWS-Fli inh,INS-1E GSIS act,PAX8 inh HTS,FN deposition inh,DENV2 CPE rescue,F508del corr,miR-122 sensor
CCOc1ccc(CCN2CN(C3CCCCC3)CNC2=S)cc1OCC,3,·,8,-5,2,1.2,·
CN(C)CC#Cc1ccc([C@@H]2[C@H]3CN(C(=O)C4CCCC4)CCCCN3[C@H]2CO)cc1,9,·,1,·,3,-1.4,-27[16.7 µM]
O=C(N/N=C/c1ccncc1)c1cc2ccccc2cc1O,·,14,-17,·,-5,-2.5,3
COc1cccc(CN2CC(C(=O)NCCCn3ccnc3C)CCC2=O)c1 (centres undefined),·,38,·,0,12,4.2,·
COc1ccc(-c2cc(C(=O)NCC(c3ccco3)N(C)C)c3ccccc3n2)cc1OC (centres undefined),4,10,·,11,-2,-0.7,·
O=C(O)C1(S(=O)(=O)c2ccc(Cl)cc2)CCC1,4,-1,-6,-9,-3,-1.1,3
CCc1ccc(C2=NN(C(=O)CCC(=O)O)C(c3cccs3)C2)cc1 (centres undefined),-18,-10,-12,2,-5,1.9,4
COc1cc(OC)cc(-c2c(-c3cccs3)c3cc(-c4ccc5c(c4)OCCO5)ccc3n2C)c1,6,·,14,20,18,2.0,·
O=C(O)CNS(=O)(=O)c1cccc2nsnc12,·,·,19,4,·,·,-3
COc1ccc(S(=O)(=O)N(C)C[C@@H]2Oc3ccc(NC(=O)Nc4ccc(C(F)(F)F)cc4)cc3C(=O)N([C@H](C)CO)C[C@H]2C)cc1,-8,9,·,-2,13,-2.0,10[16.7 µM]
Cc1ccnc2nc(C(=O)NCc3ccccc3)nn12,-4,5,-8,·,-3,2.8,·
CN(Cc1cccc(Cl)c1Cl)C(=O)c1cc(S(=O)(=O)N2CCOCC2)ccc1F,7,-8,-10,9,-3,5.5,13
O=C(/C=C/c1cccc(F)c1)NC1CCN(Cc2ccccc2)CC1,1,-6,9,1,-3,-0.1,-3
CC1CN(c2ccc(NC(=S)Nc3ccc(N4CC(C)OC(C)C4)cc3)cc2)CC(C)O1 (centres undefined),3,·,26,-9,0,-0.3,7
CCCCn1c(N)c(N(CCOC)C(=O)c2cc(S(=O)(=O)N3CCOCC3)ccc2F)c(=O)[nH]c1=O,1,20,·,0,0,-0.2,-2
CC1=C(C#N)C(c2cccnc2)C2=C(N1)c1ccccc1C2=O (centres undefined),41,20,-6,4,·,-2.7,-7
COc1ccc(-n2nc(C(=O)NCC(=O)NCCc3ccc(OC)c(OC)c3)c3ccccc3c2=O)cc1,5,8,25,-4,4,-0.2,4
O=S(=O)(N[C@@H]1CC[C@@H](CCn2cc(C3CC3)nn2)O[C@@H]1CO)c1ccc(F)cc1,-1,-6,4,·,-6,2.8,-16[16.7 µM]
CCOc1ccc(NCc2cccn2-c2nnc(N3CCC(C(=O)NCCCN4C(C)CCCC4C)CC3)s2)cc1 (centres undefined),15,15,10,25,5,0.2,3
O=C(N/C(=C/c1ccc(Br)cc1)C(=O)N1CCOCC1)c1ccc(Br)o1,·,4,13,-5,-5,2.7,38
C[C@@H]1CN([C@H](C)CO)C(=O)c2cccc(NS(=O)(=O)c3cccs3)c2O[C@@H]1CN(C)S(=O)(=O)c1ccccc1,-18,-5,·,-7,3,-0.2,-1[16.7 µM]
CC(C)(C)OC(=O)NCCCCCNC(=O)c1ncn(Cc2ccccc2)c1C(=O)NCCCCCNC(=O)OC(C)(C)C,31,-33,75*,-5,-7,-0.1,-16
C[C@@H]1CCCCO[C@H](CN(C)C(=O)c2ccccc2)[C@H](C)CN([C@H](C)CO)C(=O)c2cc(NS(=O)(=O)c3cn(C)cn3)ccc2O1,-4,23,11,-14,-4,-0.3,3[16.7 µM]
CCCN1C(=O)c2ccc(C(=O)Nc3nccs3)cc2C1=O,·,3,-14,3,·,·,1
Cc1ccc(C)c(C(O)c2ncc(-c3ccc4ccccc4c3)[nH]2)c1 (centres undefined),-7,-25,0,5,-4,-1.7,10
CC(=O)N1[C@H](CO)[C@H](c2ccccc2)[C@H]1CN(C)C(=O)c1ccccc1F,-4,-7,7,2,-6,7.9,-14[16.7 µM]
O=C(COC(=O)/C=C/c1ccccc1)NNC(=O)c1ccccc1F,-4,7,-2,14,-5,-2.3,-6
COC(=O)c1cc(NC(=O)c2nccnc2C(=O)O)cc(C(=O)OC)c1,0,-3,17,-4,-2,-2.2,-8
COc1ccc(CCNC(=O)COC(=O)/C=C/c2ccc3c(c2)OCO3)cc1OC,-53,33,-3,1,5,-2.1,·
O=C(O)c1cc(N2C(=O)C3CC=CCC3C2=O)ccc1NCc1cccnc1 (centres undefined),·,·,-5,9,·,·,-5
O=C1c2ccccc2NC(c2cccs2)N1NS(=O)(=O)c1ccccc1 (centres undefined),-2,23,-12,-4,10,1.5,6
COc1ccc(NC(=O)N(C)C[C@@H]2Oc3ncc(C#C[C@H](C)O)cc3C(=O)N([C@H](C)CO)C[C@@H]2C)cc1,-12,10,·,·,0,0.3,-5[16.7 µM]
Cc1nn(-c2ccc(F)cc2)c(Cl)c1/C=N/NC(=O)c1cccc(S(=O)(=O)N2CCCC2)c1,0,-2,-5,1,-8,·,-4
CCCCCCCCCCOC(=O)Cn1c(COc2ccc(Cl)cc2)[n+](C)c2ccccc21,35,207*,3,11,-5,-1.6,·
Cc1ccc(S(=O)(=O)N(C)C[C@H]2Oc3ccc(NC(=O)c4ccncc4)cc3CC(=O)N([C@H](C)CO)C[C@H]2C)cc1,-16,21,-1,·,-5,2.1,-3[16.7 µM]
COc1ccc(Cl)cc1-n1c(=S)sc2c(=O)n(-c3ccc(F)cc3)c(SCC(=O)O)nc21,-38,1,21,-1,3,-1.2,·
O=C(O)c1ccc(N/N=C2/CCCc3ccccc32)cc1,-41,-4,-48,1,11,-5.6,3
CCN(Cc1nc2ccccc2c(=O)[nH]1)C(=O)c1cc2c(s1)CCCCC2,4,-2,-1,9,7,-2.3,-3
O=C(C[C@@H]1CC[C@@H](NC(=O)Nc2cc(F)ccc2F)[C@@H](CO)O1)NCc1ccncn1,7,-1,-15,-7,-1,-2.5,·
C[C@H]1CCCCO[C@H](CN(C)Cc2ccc(C(=O)O)cc2)[C@@H](C)CN([C@@H](C)CO)C(=O)c2cc(NC(=O)Nc3ccc(C(F)(F)F)cc3)ccc2O1,-3,8,-13,·,-12,1.5,0[16.7 µM]
CC1NC(=O)c2cccnc2-n2c1nc1cc(F)ccc1c2=O (centres undefined),-2,·,9,5,0,1.3,0
O=C(COC(=O)c1ccc(F)cc1F)Nc1ccc(S(=O)(=O)N2CCOCC2)cc1,-5,·,5,17,-2,0.4,-1
Cc1cccc(OCc2nnc(SCC(=O)N3CC(=O)Nc4ccccc43)o2)c1,4,-14,15,5,3,-0.6,·
C[C@@H]1CN([C@@H](C)CO)C(=O)c2c(c3ccccc3n2C)-c2ccccc2CO[C@@H]1CN(C)CC1CC1,-8,12,·,-13,3,0.5,·
COC(=O)C1=C(C)N(Cc2ccco2)C(=O)N[C@@H]1c1ccco1,3,-7,1,11,60*,2.9,-2
Cc1ccc(S(=O)(=O)NCC[C@H]2CC[C@H](NC(=O)CCN3CCCCC3)[C@H](CO)O2)cc1,6,-3,-31,4,18,1.8,·
CC(=O)c1cccc(NC(=O)CSc2ccc(-c3ccco3)nn2)c1,·,14,-15,8,1,-1.7,-3
Cc1cc(N2CCN(CC(C)(C)O)C[C@@H]2C)ccc1N1CCN(CC(C)(C)O)[C@H](C)C1,-8,·,-8,0,9,-0.7,·
CCc1ccc(Nc2ncc3c(n2)CC(C)(C)CC3=O)cc1,-119,5,-212,1,10,1.4,·
CCOc1ccc(-n2c(SCc3ccc([N+](=O)[O-])cc3)nnc2-c2ccccc2)cc1,·,-17,-3,-11,·,·,·
O=C(CSc1nnc(CNC(=O)c2c(F)cccc2F)o1)Nc1ccc2c(c1)OCO2,8,-10,-10,-1,0,-3.4,-5
Oc1cc(Nc2cccnc2)cc2cccnc12,-16,-16,0,4,-1,1.0,6
NC1=NC(=O)/C(=C/c2ccc(OCC(=O)O)cc2)S1,0,2,0,4,16,-2.1,-5
Fc1ccc(SCCc2ccncc2)cc1,·,-6,-6,6,·,·,-6&4
O=C(O)CCSCCCN1C(=O)c2cccc3cccc(c23)C1=O,4,18,18,1,5,-0.4,·
O=S(=O)(/N=C(/Nc1cccnc1Cl)c1ccccc1)c1ccccc1,-8,31,-10,1,-1,-1.4,4
C/C(=N\NC(=S)NCC(C)(C)C)c1cc(F)cc(F)c1O,21,-43,-28,5,9,3.0,3
C[C@H]1CCCCO[C@@H](CN(C)C(=O)NC2CCCCC2)[C@@H](C)CN([C@@H](C)CO)C(=O)c2cc(NC(=O)NC3CCCCC3)ccc2O1,16,-32,31,-6,13,2.1,-6[16.7 µM]
CCCCOc1ccc(-c2c(C#N)c(N)[nH]c(=S)c2C#N)cc1,5,-7,11,-18,-5,0.1,6
CCN1CCN(c2oc(-c3ccccc3)nc2S(=O)(=O)c2ccc(C)cc2)CC1,-8,-5,-3,4,-2,0.4,·

# As a working copy, four of the compounds above:
SMILES,EWS-Fli inh,INS-1E GSIS act,PAX8 inh HTS,FN deposition inh,DENV2 CPE rescue,F508del corr,miR-122 sensor
O=S(=O)(/N=C(/Nc1cccnc1Cl)c1ccccc1)c1ccccc1,-8,31,-10,1,-1,-1.4,4
C/C(=N\NC(=S)NCC(C)(C)C)c1cc(F)cc(F)c1O,21,-43,-28,5,9,3.0,3
C[C@H]1CCCCO[C@@H](CN(C)C(=O)NC2CCCCC2)[C@@H](C)CN([C@@H](C)CO)C(=O)c2cc(NC(=O)NC3CCCCC3)ccc2O1,16,-32,31,-6,13,2.1,-6[16.7 µM]
CCCCOc1ccc(-c2c(C#N)c(N)[nH]c(=S)c2C#N)cc1,5,-7,11,-18,-5,0.1,6

# Additional structures
SMILES,EWS-Fli inh,INS-1E GSIS act,PAX8 inh HTS,FN deposition inh,DENV2 CPE rescue,F508del corr,miR-122 sensor
Cc1ccc(C(=O)n2ncn(C)c2=S)cc1,-14,5,10,·,-1,0.1,·
COC(c1ccccc1)c1nnc(CCC(=O)N2CCCCCCC2)o1 (centres undefined),-3,12,-20,-9,?,-0.8,-3
Cc1cccc(S(=O)(=O)N2C[C@H](O)COC[C@@H]3O[C@H](CC(=O)Nc4ccccc4)CC[C@H]32)c1,-1,-12,-14,-20,?,-2.4,-5[16.7 µM]
CCc1ccc(NC(=S)N(CCOC)C2CCN(C(C)=O)CC2)cc1,6,-13,-4,·,5,-1.4,6
CCOC(=O)c1sc(NC(=O)CN2CCN(c3ccc(OC)cc3)CC2)nc1C,11,-12,19,-6,2,0.2,0
Cc1cc(=O)[nH]c(SCc2nc3ccc([N+](=O)[O-])cc3[nH]2)n1,-2,-11,-3,·,-3,·,·
NC(=O)c1ccc(NC(=O)CSc2nnc(-c3ccc4c(c3)OCO4)o2)cc1,-36,5,-27,8,3,0.0,15
CCCCCCCC(=O)O,-1,6,·,·,?,1.3,15
CC(=O)N1CCc2c(sc(NC(=O)CCS(=O)(=O)c3ccccc3)c2C#N)C1,·,0,27,·,7,0.8,·
C[C@@H]1CCCCO[C@H](CN(C)C(=O)C2CCCCC2)[C@H](C)CN([C@@H](C)CO)C(=O)c2cc(NS(=O)(=O)c3cccs3)ccc2O1,0,-21,·,·,-5,3.9,-12[16.7 µM]
CCn1cc(/C=C(\NC(=O)c2ccc(OC)cc2)C(=O)N2CCOCC2)c2ccccc21,6,·,-1,-13,1,-0.7,-2
CCCCn1nnnc1C(CCSC)N1CCN(C/C=C/c2ccccc2)CC1 (centres undefined),6,-44,0,·,2,1.1,-1

# High-throughput results (PubChem)
